# From PubChem BioAssay
# FBW7 act – FBW7 E3 ligase activators, primary screen, biochemical, AlphaScreen, human; F-box/WD repeat-containing protein 7 (Homo sapiens), Q969H0; AlphaScreen FBW7–phospho-cyclin E peptide binding, activator screen; normalized activity (activation), % at 26.1 µM; 650,000 tested, 0.13% active; in the data active means normalized activity above about 1.9%;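 further: purified mutant Fbw7 with reduced substrate affinity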
# TEAD-YAP block – TEAD-YAP interaction inhibition, primary screen, TEAD-YAP interaction inhibitor project, luminescence, HEK-TIYL cells; AID 1259422, 2018; inhibition, % at 9.12 µM; 640,000 tested, 1.4% active; TEAD-Gal4/YAP UAS-luciferase luminescence; in the data active means inhibition above about 32%;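 further: 0% = median of test compound wells and 100% = reference inhibitor wells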
# GPR151 activ – activators of human GPR151, primary screen, cell-based, PathHunter beta-arrestin, luminescence; PathHunter beta-arrestin GPR151 cells; activation, % at 11.2 µM; 650,000 tested, 1% active; in the data active means activation above about 4.9%;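 further: 0% = median of compound wells and 100% = cells with positive control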
# Target sequence (Q8TDV0 whole entry, looked up): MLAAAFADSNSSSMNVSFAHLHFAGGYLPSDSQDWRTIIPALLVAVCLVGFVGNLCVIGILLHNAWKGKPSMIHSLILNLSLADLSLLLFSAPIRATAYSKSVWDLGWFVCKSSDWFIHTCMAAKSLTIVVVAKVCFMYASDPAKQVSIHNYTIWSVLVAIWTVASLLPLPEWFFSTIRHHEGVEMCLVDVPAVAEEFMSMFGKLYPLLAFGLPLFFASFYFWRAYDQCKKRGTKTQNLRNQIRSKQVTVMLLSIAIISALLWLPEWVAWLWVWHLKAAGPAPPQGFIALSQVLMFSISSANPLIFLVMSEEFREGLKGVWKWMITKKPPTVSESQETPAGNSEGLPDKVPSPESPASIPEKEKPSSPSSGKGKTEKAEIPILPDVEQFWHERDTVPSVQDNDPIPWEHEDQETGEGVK
# MITF primary – MITF inhibitors, primary screen, biochemical, AlphaScreen, human; Microphthalmia-associated transcription factor (Homo sapiens), O75030; AlphaScreen MITF homodimerization, bead proximity signal; inhibition, % at 2.6 µM; 650,000 tested, 0.91% active; AID 1259374, 2018; in the data active means inhibition above about 50%;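 further: 0% = vehicle wells with protein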
# Target sequence (O75030 whole entry, looked up): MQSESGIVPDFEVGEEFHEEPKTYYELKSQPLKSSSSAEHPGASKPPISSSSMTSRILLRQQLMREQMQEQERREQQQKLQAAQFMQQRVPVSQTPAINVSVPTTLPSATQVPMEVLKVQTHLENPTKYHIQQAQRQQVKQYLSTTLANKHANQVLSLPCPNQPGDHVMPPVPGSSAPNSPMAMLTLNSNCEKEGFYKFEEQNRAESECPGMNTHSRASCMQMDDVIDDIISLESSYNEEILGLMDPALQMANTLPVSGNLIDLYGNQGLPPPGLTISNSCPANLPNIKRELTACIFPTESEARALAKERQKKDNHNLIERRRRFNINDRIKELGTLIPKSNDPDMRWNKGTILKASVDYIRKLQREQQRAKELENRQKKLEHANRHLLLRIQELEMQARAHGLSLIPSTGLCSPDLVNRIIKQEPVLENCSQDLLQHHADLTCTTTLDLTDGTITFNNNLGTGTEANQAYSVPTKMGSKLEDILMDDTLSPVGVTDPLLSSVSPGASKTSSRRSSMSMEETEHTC
# Numbers without * were called inactive. This is a random part of the collection; about 3.5% have a hit in one of these screens.
SMILES,FBW7 act,TEAD-YAP block,GPR151 activ,MITF primary
CC1=C(C(=O)N2CCOCC2)C(c2ccc(OC(F)F)cc2)NC(=S)N1 (stereo not given),0.5,6,0.2,1
Cc1ccc(CSc2nnc3c(n2)OC(c2ccc(O)cc2)Nc2ccccc2-3)cc1 (stereo not given),0.2,5,-0.5,14
COc1cccc(C(c2ccccn2)N(C)C(=O)C2CCN(C(=O)C3CCCCC3)CC2)c1 (stereo not given),-1.0,1,-1.0,2
CCCCCn1c(N2CCCCCC2)nc2c1c(=O)[nH]c(=O)n2C,0.6,-5,0.9,15
C=CCn1c(COc2ccccc2)n[nH]c1=S,-0.1,6,2.7,3
CCOC(=O)c1cnc2sccn2c1=N,0.0,-3,0.3,-2
Cn1cccc1/C=C(/C#N)c1ccc(F)cc1,-0.7,-16,0.0,-2
COc1ccc(C2CCN(C(=O)Nc3ccc(Cl)c(Cl)c3)C2)cc1 (stereo not given),0.2,-36,-0.8,-2
N#CC1=C2N3CCCCCC3=NN2C(=O)NC1(c1ccccc1)C(F)(F)F (stereo not given),0.0,3,-0.4,0
Cc1[nH]c(=O)[nH]c(=O)c1S(=O)(=O)N1CCN(C2CCCCC2)CC1,0.1,-2,-2.1,13
COc1ccc(CCNC(=O)/C(=C/c2cccnc2)NC(=O)c2ccccc2)cc1,-0.2,8,3.4,-4
COCCNCCOCCOc1c(C)cc(C)cc1Cl,-0.1,6,-0.4,53*
CCOC(=O)c1c(NC(=O)c2cc(OC)c(OC)c(OC)c2)sc(C(=O)N2CCCC2)c1C,0.0,-7,-0.9,0
O=C(NCc1nc(-c2ccccc2)cs1)c1ccc(CN2CCCCC2)[nH]c1=O,0.1,-20,0.1,-15
CCC(=O)N1c2ccccc2NC2=C(C(=O)CC(c3cccc([N+](=O)[O-])c3)C2)C1c1ccc(OC)c(OC)c1 (stereo not given),0.0,9,-2.0,14
O=C(CSc1nc2ccccc2c(=O)n1CC1CCC(C(=O)NCc2ccccc2)CC1)NC1CCCC1 (stereo not given),-0.1,-9,-0.1,-3
CCOC(=O)c1sc2nc(SCC(=O)NCc3ccccc3)n(Cc3cccc(Br)c3)c(=O)c2c1C,0.0,-3,0.8,4
Cc1cccc(OCCCC(=O)Nc2cccc(C(=O)O)c2)c1,0.8,-6,-5.1,4
Cc1ccc(S(=O)(=O)N(CC(=O)NCCc2ccc(Cl)cc2)c2ccccc2C)cc1,-0.1,6,-0.4,-6
O=C(Nc1cccc(NC(=O)c2ccc(S(=O)(=O)N3CCCC3)cc2)c1)c1ccc(S(=O)(=O)N2CCCC2)cc1,-0.1,12,-0.3,17
COCC1CCCCN1Cc1nc(N2CCN(C(C)=O)CC2)c2cccc(C)c2n1 (stereo not given),-0.1,-9,-1.7,-29
CCC(c1nnnn1C(C)(C)C)N1CCN(C2CCCC2)CC1 (stereo not given),0.2,-5,1.2,-2
CC[C@H](C)[C@@H]1NC(=O)[C@@H]2C[C@H](NC(=O)Nc3ccc(Cl)cc3C)CN2C1=O,0.1,3,-0.5,5
CC(=O)c1ccc(S(=O)(=O)Nc2cccc(-c3nc4cccnc4s3)c2)cc1,0.0,-33,1.3,-11
Cc1cnc(-c2c(C)noc2C)nc1NCCO,-0.1,0,-1.5,11
CN(CC(=O)Nc1c2c(nc3ccccc13)N(C)CC2)Cc1ccccc1,0.2,22,4.2,65*
CCN(CC)c1ccc(Nc2nc(-c3ccc(OC)cc3)cs2)cc1,-0.1,1,0.1,9
O=C(Nc1ccc(-c2cn[nH]c2)cc1C(F)(F)F)C1COc2ccccc2O1 (stereo not given),0.3,-15,0.7,22
O=C(COC(=O)c1ccc(Cl)c([N+](=O)[O-])c1)c1ccc(Br)cc1,0.1,6,-1.1,4
CN1C(=O)/C(=C\c2cc(I)ccc2O)SC1=S,0.5,5,-1.5,1
CCOc1ccc(CNCc2c(C(=O)O)c(C)n(Cc3ccccc3F)c2C)cc1,0.2,5,0.3,19
CCCCn1nnc(NC(=O)c2cc3ccccc3cc2OC)n1,0.6,-17,0.3,-2
CC(C)n1cnc2c(NCc3nc4ccccc4[nH]3)nc(NCc3cccnc3)nc21,-0.1,59*,-2.2,18
O=C(CSc1nccn2nc(-c3ccc(F)cc3)cc12)Nc1cccc(F)c1,0.0,11,-0.8,4
CC(C)Cn1nc(C(=O)NNC(=O)c2n[nH]c(=O)c3ccccc23)c2ccccc2c1=O,-0.1,0,0.3,5
O=C(NNS(=O)(=O)c1cccs1)c1[nH]c2ccccc2c1Cl,-0.1,-12,-0.4,5
CCC(=O)c1ccc(OCCNCCN(C)C)cc1,-0.4,6,1.1,-12
CCC(=O)n1nc(-c2ccccc2)nc1NCc1ccccc1Cl,0.3,-6,-0.4,20
COc1ccc(CNC(=O)/C(C#N)=C\c2c(C)[nH]c3ccccc23)cc1,0.2,0,2.0,-4
N/C(=N/OC(=O)CC(NC(=O)C(F)(F)F)c1ccccc1)c1nonc1N (stereo not given),0.0,-7,0.6,-6
COC(CNC(=O)CN1C(=O)CCSc2ccccc21)OC,0.1,6,2.9,8
Cc1ccc(CNc2nc3ccc(C)cc3n3nnnc23)cc1,0.1,4,0.7,-3
CCOc1cccc2c1OC(c1cc(OC)c(OC)c(OC)c1)N1N=C(c3cccnc3)CC21 (stereo not given),0.2,-28,0.2,0
Cc1ccc(Cn2nnc3c(=O)n(CC(=O)N4CCC(C)CC4)cnc32)cc1,-0.1,-1,0.6,5
COCCCN1C(=O)C(=O)/C(=C(\O)c2ccc(C)cc2)C1c1ccccc1F (stereo not given),0.1,7,1.8,-7
CN1CCc2cc(C(CNC(=O)NCc3ccccc3)N3CCCC3)ccc21 (stereo not given),0.0,2,-0.8,-1
Cc1ccccc1S(=O)(=O)Cc1ccc(C(=O)N2CCCCC2)o1,-0.4,-2,-0.1,8
CNC(=O)[C@@H]1C[C@@H](NCc2ccccc2O)CN1CC(c1ccccc1)c1ccccc1,0.0,-7,-0.7,-3
CCN(CC)c1ccc(/C=N/NC(=O)Cc2cc(=O)[nH][nH]2)c(O)c1,0.0,8,0.7,14
COc1ccc(OCC(=O)Nc2ccc(N(C)C(C)=O)cc2)cc1,-0.1,5,-0.4,8
COc1ccc(/C(C)=N/NC(=O)Cc2cccc3ccccc23)c(OC)c1,0.3,2,-0.3,9
CCc1ccc(N(C2C=CS(=O)(=O)C2)S(=O)(=O)c2ccc(C)cc2)cc1 (stereo not given),-0.2,-17,1.6,1
COc1ccc(C(=O)CSc2nnc(-c3ccc(OC)cc3)n2-c2ccccc2)cc1,0.0,6,0.8,6
CCc1cc2cc(OC)ccc2nc1SCC(=O)Nc1nnc(C)s1,0.1,-8,-0.1,11
CCc1ccccc1N(CC(=O)N(CC)CC)S(=O)(=O)c1ccccc1,-0.1,3,-0.5,3
CCOc1ccc(OCCCNC(C)(C)C)cc1,-0.1,2,-1.1,69*
CC(O)Cn1c(NCCO)nc2c1c(=O)[nH]c(=O)n2C (stereo not given),0.5,0,-1.9,19
COc1ccc(N2CCN(CC(=O)Nc3ccc(N4CCOCC4)cc3)CC2)cc1,0.2,-2,-2.3,19
CCCOc1ccc(C(=O)Nc2cccc3c2C(=O)N(C)C3=O)cc1,0.0,-3,-0.6,4
O=C1CC2(CCN(C(=O)N3CCOCC3)CC2)Oc2ccccc21,0.5,-7,2.3,-1

# Random excerpt: 6 records from the list
SMILES,FBW7 act,TEAD-YAP block,GPR151 activ,MITF primary
Cc1ccccc1S(=O)(=O)Cc1ccc(C(=O)N2CCCCC2)o1,-0.4,-2,-0.1,8
Cc1ccc(CNc2nc3ccc(C)cc3n3nnnc23)cc1,0.1,4,0.7,-3
O=C1CC2(CCN(C(=O)N3CCOCC3)CC2)Oc2ccccc21,0.5,-7,2.3,-1
COCCCN1C(=O)C(=O)/C(=C(\O)c2ccc(C)cc2)C1c1ccccc1F (stereo not given),0.1,7,1.8,-7
CCCCn1nnc(NC(=O)c2cc3ccccc3cc2OC)n1,0.6,-17,0.3,-2
CCOC(=O)c1sc2nc(SCC(=O)NCc3ccccc3)n(Cc3cccc(Br)c3)c(=O)c2c1C,0.0,-3,0.8,4

# The results go on:
SMILES,FBW7 act,TEAD-YAP block,GPR151 activ,MITF primary
Cn1nnnc1NCc1cc(Br)ccc1OCc1ccccc1F,0.2,-11,1.8,6
COC(CNC(=O)c1ccc2nc(-c3ccco3)c(-c3ccco3)nc2c1)OC,-1.0,8,-0.4,16
O=C(NC(=S)Nc1ccc(N2CCCCC2)cc1)c1ccco1,-0.6,-5,3.1,7
CCc1ccc(N(CC(=O)Nc2ccccc2)S(C)(=O)=O)cc1,-0.1,-20,-0.9,15
COc1ccc(OC)c(NC(=O)Cc2coc3cc(C)ccc23)c1,-0.2,2,-0.4,-1
COc1cccc2cc(C(=O)NC(C)=O)c(=Nc3cccc(F)c3)oc12,0.5,-13,2.0,10
C=CCC(O)(CC=C)C(C)NCc1c(C(=O)N2CCOCC2)nc2c(C)cccn12 (stereo not given),0.0,5,0.3,2
CCC(C)NC(=O)c1cc2nc(-c3ccc(F)cc3)cc(C(F)(F)F)n2n1 (stereo not given),-0.2,0,-0.9,-6
O=C(/C=C/c1ccccc1[N+](=O)[O-])N1CCc2ccccc21,0.0,44*,-0.8,-2
COc1cc(NC(=O)Cc2ccccc2)ccc1NC(=O)C(C)C,-0.1,-3,0.2,1
O=C(NCCN1CCOCC1)c1cnc(N2CCN(c3ccccn3)CC2)c2ccccc12,0.6,17,-1.1,14
CC(C)(C)c1ccc(OCc2nnc3n2N=C(c2cccc([N+](=O)[O-])c2)CS3)cc1,0.2,-1,0.9,1
COc1cc(/C=C2/C(=N)N3C(c4ccccc4)=CSC3=NC2=O)ccc1OCC(=O)O,-0.1,-6,-2.3,18
Brc1ccc(-c2csc(/N=C/N3CCCC3)n2)cc1,-0.1,-36,-1.6,6
Cc1ccc(NCC(O)CN2c3ccccc3Sc3ccccc32)c(C)c1 (stereo not given),-0.1,5,3.1,19
CCCCOc1ccc(/C=C2N=C(/C=C/c3ccc([N+](=O)[O-])cc3)OC/2=O)cc1,-0.1,-5,-0.3,-7
CSc1ccc(OC(=O)c2ccc([N+](=O)[O-])cc2[N+](=O)[O-])cc1,-0.2,1,1.3,13
COc1ccc(Nc2nc(N3CCCC3)nc(N3CCCC3)n2)cc1Cl,0.0,-5,1.8,4
O=C1/C(=C\c2ccc(Cl)cc2)N=C(c2ccccc2)NN1c1ccccc1,0.7,4,-1.0,16
O=S(=O)(NC1CCCCC1Sc1ccccn1)c1ccc(Cl)cc1 (stereo not given),1.0,0,-0.4,-1
O=C(COc1cccc(Br)c1)N=C1N=C2N=CC=CN2Cc2ccccc21,-0.1,-3,-0.9,-10
CCOC(=O)c1ccc(N2C(=O)CC(N3CCC(C(=O)N4CCOCC4)CC3)C2=O)cc1 (stereo not given),0.0,4,0.1,-1
CCCNc1nc(-c2cccc(N)c2)nc2c1ncn2CCN1CCCC1=O,0.0,9,0.4,8
Cc1ccc(S(=O)(=O)NC(CCC(N)=O)C(=O)O)cc1 (stereo not given),0.1,-2,-1.5,8
Cc1ccc(NC(=O)Cn2cnc3sc(C(=O)Nc4ccc(F)cc4F)c(C)c3c2=O)cc1Cl,0.4,5,-0.5,14
O=C1/C(=C\c2cccc([N+](=O)[O-])c2)SC(=S)N1Cc1ccco1,0.0,7,0.4,12
COc1cccc(N/C(SCc2ccc(Cl)cc2)=C(/C#N)C(=O)NCc2ccccc2)c1,-0.2,-6,1.5,3
CCOc1ccc(N(C)C(=O)CN2Cc3ccccc3C2=O)cc1,-0.1,-4,-0.9,-2
Cc1cccc(-c2nnc(-c3ccccc3)o2)c1,0.1,-43,-4.5,-1
NC(=O)c1c(NC(=O)c2ccc(F)cc2)sc2c1CCCC2,0.1,-38,0.2,-5
O=C(c1ccccc1)N1CCN(S(=O)(=O)c2ccccc2[N+](=O)[O-])CC1,0.0,10,0.7,-7
CC1=C(C(=O)OC2CCCCCC2)C(c2ccc(C)cc2)NC(=O)N1 (stereo not given),-0.1,3,-0.3,-3
Cc1ccc(C(=O)N2CCN3C(=O)[C@@H](Cc4ccc(O)cc4)NC(=O)[C@H]3C2)cc1F,0.1,17,-0.8,-2
O=C(O)CCCC(=O)NNC(=O)c1ccccc1,-0.3,-7,-1.3,-10
COCCNC(=O)c1ccc(-c2ccccc2CO)nc1N1CCOCC1,0.3,9,-0.4,-6
CCCOC(=O)C1=C(C)OC23OC(N)=C(C#N)C12C(=O)c1ccccc13 (stereo not given),0.6,4,-0.4,-6
CC(C)C(Nc1ccc(C(F)(F)F)cc1[N+](=O)[O-])C(=O)O (stereo not given),0.0,13,0.6,6
Cc1cc(C)n2nc(C(=O)N/N=C/c3cc(Br)cc([N+](=O)[O-])c3O)nc2n1,-0.6,-7,1.4,5

# Arranged by molecular weight (ascending): 3 of the compounds above.
SMILES,FBW7 act,TEAD-YAP block,GPR151 activ,MITF primary
Cc1cccc(-c2nnc(-c3ccccc3)o2)c1,0.1,-43,-4.5,-1
O=C(O)CCCC(=O)NNC(=O)c1ccccc1,-0.3,-7,-1.3,-10
Cc1cc(C)n2nc(C(=O)N/N=C/c3cc(Br)cc([N+](=O)[O-])c3O)nc2n1,-0.6,-7,1.4,5
